# Screening data deposited in PubChem by several laboratories.
# MLLE-PAM2 inh – inhibitors of microRNA-mediated deadenylation, human PABP1 MLLE binding. P11940. GST-MLLE / FITC-PAM2 fluorescence polarization. AID 588489. hit rate 0.36% among 360,000. inhibition, % at 20 µM; in the data active means inhibition above about 35%, passing the limit was not always enough;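 further: plate controls were DMSO wells with GST-MLLE for no effect and wells lacking GST-MLLE protein for full effect; some results filed as inactive read as strong as hits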
# Target sequence (P11940 whole entry, looked up): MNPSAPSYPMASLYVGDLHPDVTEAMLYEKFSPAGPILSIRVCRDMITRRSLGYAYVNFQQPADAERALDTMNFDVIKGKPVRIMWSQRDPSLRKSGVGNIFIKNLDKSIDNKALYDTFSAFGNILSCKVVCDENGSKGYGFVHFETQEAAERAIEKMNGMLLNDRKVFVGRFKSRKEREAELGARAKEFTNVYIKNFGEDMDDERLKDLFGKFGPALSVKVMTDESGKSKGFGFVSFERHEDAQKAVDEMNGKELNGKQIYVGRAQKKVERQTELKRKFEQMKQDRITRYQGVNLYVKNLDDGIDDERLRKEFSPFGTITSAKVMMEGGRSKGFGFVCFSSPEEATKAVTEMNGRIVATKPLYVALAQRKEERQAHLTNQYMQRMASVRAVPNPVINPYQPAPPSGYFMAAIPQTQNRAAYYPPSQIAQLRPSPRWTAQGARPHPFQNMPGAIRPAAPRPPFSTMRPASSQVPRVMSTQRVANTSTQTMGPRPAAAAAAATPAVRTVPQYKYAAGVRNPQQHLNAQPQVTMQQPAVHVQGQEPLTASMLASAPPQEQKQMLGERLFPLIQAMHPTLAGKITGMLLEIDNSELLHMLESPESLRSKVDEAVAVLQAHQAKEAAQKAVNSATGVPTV
# MT1-MMP act inh – blocks activation of human MT1-MMP. P50281. GFP/RFP ratio change, % at 20 µM. AID 651647. hit rate 0.061% among 360,000. HT1080 RFP-PRO-GFP cells, GFP/RFP ratio fluorescence, overnight; percent of plate control window, DMSO zero;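 active means GFP/RFP ratio change of at least 30% with cell ATP level not reduced by more than half and red fluorescence within 50% of control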; further: strong numbers were not always called active
#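 Material – HT1080 RFP-PRO-GFP cells · Control set – DMSO wells and RFP-L50D-GFP cells · Incubation – overnight cell settling, then overnight compound exposure, 37 °C, 5% CO2 · Compound dosing – single-point 20 µM compound, 1% DMSO · Read-out – GFP/RFP fluorescence ratio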
# TbMetRS inhib – blocks T. brucei methionyl-tRNA synthetase activity; purified T. brucei MetRS, ATP depletion, Kinase-Glo luminescence; inhibition, % at 11.9 µM; hit rate 0.4% among 360,000;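 active means inhibition above a per-plate cutoff of the control wells' mean inhibition plus 3 SD, cut at about 5.5% in these data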;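 further: 0% = DMSO wells median and 100% = median of wells with control inhibitor compound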
#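 Assay system: T. brucei methionyl-tRNA synthetase, purified | Medium: HEPES buffer with MgCl2, KCl, DTT, spermine, BSA, pyrophosphatase | Compound: 11.9 µM single point | Incubation: 15 min enzyme-compound preincubation, 2 h reaction, 10 min detection, 25 °C | Measured by: Kinase-Glo luciferase luminescence reporting remaining unconsumed ATP | Measure: % inhibition normalized to control-well medians | Replication: Singlicate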
# eLon inh – inhibitors of E. coli Lon protease; purified E. coli Lon protease, fluorescence polarization; inhibition, % at 7.94 µM; hit rate 0.42% among 360,000; in the data active means inhibition above about 13%, passing the limit was not always enough;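 further: 0% = enzyme with probe and DMSO and 100% = no enzyme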
# NRP1-CendR mod – modulators of CendR peptide binding to human neuropilin-1; O14786; FAM-RPARPAR peptide binding to NRP-1, fluorescence polarization; inhibition, % at 25 µM; hit rate 0.85% among 360,000; AID 602438;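 active means inhibition or corrected inhibition above about 18%, plus a signal ratio from 0.5 to 1.5, limit read from the data, passing the limit was not always enough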; further: strong numbers were not always called active
# SKN-1 block – blocks SKN-1 activity in C. elegans; C. elegans VP596 Pgst-4::GFP/RFP ratio, acrylamide-induced, 24 h; inhibition, % at 21.8 µM; hit rate 0.49% among 360,000;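 active means interference check ratio from 0.5 to 1.5 plus GFP to RFP signal ratio inhibition reaching or exceeding a fixed threshold, cut at about 30% in these data, passing the limit was not always enough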; further: some compounds called inactive have numbers as strong as hits
# bovine MsrA act – activates bovine MsrA enzyme. purified bovine MsrA, absorbance read-out. activation, % at 10.6 µM. hit rate 0.3% among 360,000. AID 602163; in the data active means activation above about 7.5%;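 further: 0% = vehicle and 100% = reference activator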
# MsrA inh – inhibits bovine methionine sulfoxide reductase A | purified bovine MsrA, absorbance read-out | inhibition, % at 15.5 µM | hit rate 0.75% among 360,000 | AID 651718; in the data active means inhibition above about 4.5%;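 further: 0% = vehicle wells with enzyme and 100% = reference inhibitor wells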
# FAS-TE inh – blocks the thioesterase domain of human fatty acid synthase | P49327 | recombinant FAS-TE, OMFH fluorogenic substrate, fluorescence endpoint | inhibition, % at 15 µM | hit rate 0.67% among 360,000 | AID 602261;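 active means compounds whose normalised, plate-corrected inhibition of enzyme fluorescence in the single-dose primary screen is 50% or more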;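 further: 0% = DMSO with enzyme and 100% = substrate without enzyme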
# Active calls of the source: *; nt = not tested or not shown.
# Every second line gives: MLLE-PAM2 inh	MT1-MMP act inh	TbMetRS inhib	eLon inh	NRP1-CendR mod	SKN-1 block	bovine MsrA act	MsrA inh	FAS-TE inh
> COCCNC(=O)C1(C)Cc2c(-c3ccc(NC(C)=O)cc3)ccnc2O1 (stereo not given)
  -5	-1	-0.2	2	-21	4	-4	0.1	-4
> O=C(Nc1nc(-c2cccnc2)cs1)c1ccc([N+](=O)[O-])cc1
  -1	3	0.1	4	16	17	-1	1.4	2
> CC(NC(=O)COc1ccc(/C=N/NC(=O)CO)cc1)c1ccccc1 (stereo not given)
  2	1	-0.6	7	-6	12	-3	-0.6	-4
> CCCC(=O)N(c1ccccc1)C1C=CS(=O)(=O)C1 (stereo not given)
  10	3	-0.9	2	11	6	-3	-0.3	-4
> COCC(=O)N1CCC2CC1c1c(-c3ccc(C(F)(F)F)cc3)cccc12 (stereo not given)
  -6	2	-1.1	2	6	-2	-8	0.3	-4
> OC(c1cccc(Cl)c1)c1nc(-c2ccoc2)cs1 (stereo not given)
  2	-2	0.0	-13	-16	-7	-2	0.5	3
> Cc1ccc(C(=O)N(CC(=O)NC2CCCC2)c2ccc3c(c2)OCCO3)s1
  2	-2	-0.6	8	7	14	-2	0.1	7
> COc1cccc(CN(C)CC(=O)Nc2ccccc2N2CCOCC2)c1OC
  -4	-3	-0.7	-6	3	-8	-4	0.8	-3
> O=C(Nc1ccc(Cl)cc1)c1ccc(Br)cc1F
  9	4	0.7	1	-2	3	-4	1.2	8
> O=C(CNC(=O)c1ccco1)OCc1ccc(Br)cc1
  2	0	0.4	3	7	5	-3	nt	0
> O=C(COc1ccc2ccc(=O)oc2c1)NCc1ccccn1
  -2	1	0.6	-8	12	18	-3	0.9	-5
> CCc1cccc2c1NC(=O)C2=O
  3	-6	0.4	12	14	5	-4	0.6	-5
> COC(=O)C1CCN(Cc2nnc(-c3ccccc3)o2)CC1
  6	4	0.4	0	-8	21	-1	-0.4	-4
> O=C(NCCO)/C(=C\c1ccc(Br)cc1)NC(=O)c1cccs1
  9	8	0.2	7	5	5	-7	-0.6	-10
> CCOC(=O)c1[nH]c2c(c1C)C(=O)CC(c1ccc(OC)c(OC)c1)C2 (stereo not given)
  -11	2	-0.7	-2	-6	-7	0	-0.4	-5
> COc1ccc(Cc2nnc(SC)[nH]c2=O)cc1OC
  -2	6	0.6	-3	-3	-11	-4	0.6	-3
> CC(C)[C@H](NC(=O)c1ccccc1)C(=O)OCC(=O)c1ccccc1F
  -13	0	-0.7	-6	-11	-13	-3	-0.5	5
> CCCCOc1ccc(N(CC(=O)NC2CCCCC2)C(=O)CCC(=O)Nc2ccccn2)cc1
  6	-2	-0.1	3	-39	7	-1	0.8	0
> O=C(Cn1ncc2c([nH]c3ccccc32)c1=O)N1CCN(c2ccccn2)CC1
  -8	-3	-1.4	-2	-5	-6	-11	-0.8	-4
> O=C(O)c1ccc(/C=C2\SC(=Nc3ccccc3)N(c3ccccc3)C2=O)cc1
  5	-8	-0.4	-8	-8	7	-2	2.2	-4
> CC1CC(C)(C)NC(=S)N1CCC(=O)N1CCc2ccccc2C1 (stereo not given)
  -19	-2	-1.2	-3	10	-6	-14	0.3	-3
> Cc1ccc(C(=O)Nc2ccncc2)c(C)c1
  8	6	-0.8	-9	8	-9	-9	0.8	-9
> CC1=C(C(=O)N2CCOCC2)C(c2cccc3ccccc23)NC(=S)N1 (stereo not given)
  -148	3	-0.4	3	13	10	-6	-1.3	-7
> COc1ccc(CCNc2nc(C)nc3c2nnn3Cc2ccccc2)cc1
  4	0	0.2	4	4	10	-3	0.8	1
> C/C(NC1CCCCC1)=C(/C#N)C(=O)NCCN1CCOCC1
  2	0	0.9	5	4	4	0	-0.1	-5
> COc1ccc(-c2nc(=S)c3ccc4ccccc4c3[nH]2)cc1
  17	6	0.1	0	-14	0	-3	0.9	3
> CC1Cc2ccccc2N1C(=O)C1CCCN(S(=O)(=O)c2cccc3nsnc23)C1 (stereo not given)
  12	1	0.1	-6	-1	21	6	0.7	14
> CC#CCCCC(=O)Nc1ccccc1C(=O)O
  -1	-2	-0.5	-3	-8	-31	-1	-0.4	-11
> CC(C)S(=O)(=O)C1=NSC2=NC(=O)/C(=C\c3ccc(OC(=O)c4ccco4)cc3)C(=N)N21
  -28	-3	-0.5	-11	-16	5	1	0.3	0
> Cc1ccc(N(Cc2ccccc2O)C(=O)c2ccccc2F)cc1
  8	-4	-1.0	-3	1	-12	-6	0.4	12
> NC(=O)NC(=O)CSc1ccccc1
  5	2	-0.1	-10	-3	-6	1	-1.1	-6
> CCOc1cc(OCC)cc(C(=O)N2CCC[C@@H]2C(=O)N2CCC[C@H]2C(=O)NCc2ccncc2)c1
  nt	5	-0.3	0	7	13	-3	-0.9	-10
> CCc1c(C)sc(NC(=S)N2CCN(C(=O)C3CCCO3)CC2)c1C(=O)OC (stereo not given)
  1	2	0.4	1	5	-29	-5	1.9	2
> Cn1c(SCC(=O)Nc2ccc(C(N)=O)cc2)nc2c(c1=O)SCC2
  8	7	-0.1	-14	11	4	1	1.1	-4
> CSc1nsc(SCC(=O)Nc2ccc(NC(C)=O)cc2)n1
  25	-4	0.6	-5	14	2	5	-1.7	-2
> O=C(O)C1=C[C@@H](C2CCCCC2)C[C@@H](OCc2ccc(CO)cc2)O1
  9	-3	-0.1	0	-6	7	0	0.0	-9
> CC(C)(C)C(=O)NCCc1nc2ccccc2n1CC(=O)c1ccc(Cl)cc1
  0	-2	-1.1	-3	1	8	1	0.2	2
> Cn1c(Cn2c(=O)sc3ccccc32)nnc1SCc1ccccc1F
  13	13	-0.7	6	-9	5	-10	1.1	-4
> O=C(NCc1ccccc1)NC1CC2CCC(C1)N2Cc1ccco1 (stereo not given)
  -1	2	-0.2	-5	4	1	1	0.0	-2
> Cc1c(CCO)c(=O)n(-c2ccccc2)n1S(=O)(=O)c1ccc(F)cc1
  -11	-2	-0.5	-7	-66	20	-3	0.7	0
> COc1ccccc1CN1CC(C(=O)NCc2ccc(SC)cc2)CCC1=O (stereo not given)
  1	0	0.2	-9	-3	16	-3	-1.3	-2
> CCCCCCOc1ccc(/C=c2\s/c(=C(/C#N)C(=O)NCc3ccco3)n(-c3ccccc3)c2=O)cc1
  -47	-5	0.1	-9	-23	3	-1	1.1	2
> O=C(NCCCN1CCCC1=O)c1cc(S(=O)(=O)N2CCN(c3ccccc3)CC2)ccc1Cl
  14	-3	-0.2	-3	3	-2	-1	-1.8	-2
> COc1ccc(OC)c(NC(=O)c2ccc3c(c2)C(=O)N(CC2CCCO2)C3=O)c1 (stereo not given)
  -10	-2	-0.6	-7	4	13	-1	-0.8	0
> CC(=O)Nc1cccc(C(=O)Nc2ccc(S(=O)(=O)NC3=NCCCCC3)cc2)c1
  2	1	-0.5	-15	-8	1	-3	-0.7	-7
> CCCN(CCC)C(=O)c1ccc2c(c1)S(=O)(=O)c1ccccc1C2=O
  -1	2	-0.6	0	2	-11	-5	0.1	5
> CC(C)COC(=O)N1C[C@H](O)C[C@H]1C(=O)Nc1ccc(Cl)cc1
  7	-1	0.7	-8	7	4	-2	-0.7	-2
> C[C@H](NC(=O)c1ccccc1Cl)C(=O)OCC(=O)NNC(=O)c1cccs1
  -8	1	-0.1	-1	-5	-11	-2	-0.3	-7
> CCc1ccc(NC(=O)C(C)OC(=O)Cc2cc(OC)c(OC)c(OC)c2)cc1 (stereo not given)
  6	4	-0.2	4	-2	4	-2	-1.9	5
> COc1ccccc1CNC(=O)CN(C)S(=O)(=O)c1ccc(F)cc1
  4	-1	0.0	-9	-6	15	-1	0.7	-4
> O=C(Cc1cccs1)NCc1cc(Cl)cc(Cl)c1
  -5	0	56*	3	1	10	-2	0.2	4
> CC1(CCCN2C(=O)c3ccccc3C2=O)OCCO1
  -3	18	-0.1	-1	5	7	0	0.1	-5
> COc1ccc(NC(=O)CN(C)C(=O)c2cnc(Cl)c(Cl)c2)cc1
  -20	-2	0.5	10	7	17	-2	-1.0	0
> Cc1ccc(NC(=O)Cn2nc(C)c([N+](=O)[O-])c2C)cc1C
  7	2	-0.1	-4	-10	8	-3	2.5	9
> COC(=O)c1sccc1Oc1ccc(Cl)cc1N1C(=O)CCC1=O
  8	6	-0.9	-3	-4	7	-1	0.1	-6
> O=C(CNC(=O)[C@@H]1Cc2ccccc2CN1)NCc1ccco1
  1	-1	-1.1	-3	-7	9	3	1.8	-8
> O=C(O)c1cccc(S(=O)(=O)Nc2ccccc2N2CCOCC2)c1
  -11	5	-0.1	4	13	7	-4	-1.0	-5
> CCOc1ccc2oc(C(=O)NC(C)(C)CC)c(C)c2c1
  6	-1	-0.7	-1	1	6	-3	-0.2	8
> CCN(CC)c1ccc(-n2c(C)cc(C=O)c2C)cc1
  -12	-7	-0.2	1	20	0	-1	-1.3	9
> COCCNC(=O)/C(C#N)=C/c1cc(C)n(C2CCCCC2)c1C
  19	2	0.4	5	1	1	-4	4.2	-2

# Further results follow.
# Every second line gives: MLLE-PAM2 inh	MT1-MMP act inh	TbMetRS inhib	eLon inh	NRP1-CendR mod	SKN-1 block	bovine MsrA act	MsrA inh	FAS-TE inh
> COc1ccc(OC)c(S(=O)(=O)N2CCN(CC(O)COc3ccc(C#N)cc3)CC2)c1 (stereo not given)
  12	0	-0.8	7	-4	12	-1	-0.5	-1
> CN(C)S(=O)(=O)c1ccc(S(=O)(=O)N(CC(=O)Nc2ccccc2)CC2CCCO2)cc1 (stereo not given)
  3	2	1.9	-3	-6	-18	-7	-0.5	5
> CNS(=O)(=O)c1cccc(C(=O)OCC(=O)C23CC4CC(CC(C4)C2)C3)c1
  3	1	-0.6	-4	-5	4	-11	0.6	27
> CC1=NN(C(=O)COc2cc(C)ccc2C(C)C)C(O)(c2ccccc2)C1 (stereo not given)
  -2	2	-0.2	2	11	10	-2	-0.5	23
> CCOC(=O)Cn1c(=O)oc2cc(S(=O)(=O)N(C)Cc3ccco3)ccc21
  7	-2	-0.6	-8	-8	-13	-1	0.6	-1
> CCOC(=O)C(=O)Nc1nnc(Cc2ccc(OC)c(OC)c2)s1
  18	4	-0.7	-7	8	-6	1	1.0	-9
> CC(C)c1ccccc1NC(=O)c1cccc(NC(=O)c2ccccc2)c1
  -7	-7	0.5	-5	-11	10	-3	0.7	10
> Cc1cc2nccc(-c3ccc(F)cc3)n2n1
  2	-5	1.2	-4	-12	-8	-2	-0.5	-2
> Cc1sc2ncnc(NCC(c3ccccc3)N(C)C)c2c1C (stereo not given)
  1	-6	-0.4	2	0	-3	-3	0.0	-1
> N#Cc1ccc(OCC(=O)N/N=C/C2CC=CCC2)cc1 (stereo not given)
  3	-3	0.5	8	-16	-5	-2	-1.3	0

# One compound at a time (already shown).
# Shown for CN(C)S(=O)(=O)c1ccc(S(=O)(=O)N(CC(=O)Nc2ccccc2)CC2CCCO2)cc1 (stereo not given) : MLLE-PAM2 inh = 3; MT1-MMP act inh = 2; TbMetRS inhib = 1.9; eLon inh = -3; NRP1-CendR mod = -6; SKN-1 block = -18; bovine MsrA act = -7; MsrA inh = -0.5; FAS-TE inh = 5
# Shown for CC(C)c1ccccc1NC(=O)c1cccc(NC(=O)c2ccccc2)c1 : MLLE-PAM2 inh = -7; MT1-MMP act inh = -7; TbMetRS inhib = 0.5; eLon inh = -5; NRP1-CendR mod = -11; SKN-1 block = 10; bovine MsrA act = -3; MsrA inh = 0.7; FAS-TE inh = 10
